GPR55 LPI antagonism – inhibition of LPI-stimulated GPR55 beta-arrestin translocation – imaging, U2OS, beta-arrestin-GFP, LPI agonist, primary screen (AID 2013); U2OS GPR55 beta-arrestin-GFP translocation imaging, LPI antagonism; higher % means a stronger effect; one-dose inhibition, % at 10 µM; IC50 in µM for titrated hits; 290,000 tested, 0.13% active;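 active = spots per cell inhibited over 60%, with over 100 cells counted and total cytoplasm intensity under 500,000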;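 also: U2OS cells stably carrying GPR55 and arrestin-GFP stimulated by 5 µM LPI near EC80; imaged beta-arrestin-GFP aggregate spots per cell after agonist stimulation; plate controls were LPI-stimulated DMSO wells for no effect and DMSO wells without LPI for full effect; some results filed as inactive read as strong as hits; confirmed hits need IC50 under 10 µM and bright autofluorescent wells are also inconclusive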
Large T inhibition – TAg ATPase/helicase activity blockers – biochemical (AID 1903); SV40 large T antigen ATPase/helicase inhibition assay; higher % means a stronger effect; one-dose inhibition, % at 20 µM; IC50 in µM for titrated hits; 310,000 tested, 0.39% active; in the data active = a potency from the dose series; also: strong numbers were not always called active
KOR beta-arrestin-1 – kappa opioid receptor blockers – cell-based, luminescence, uHTS (AID 1778). 290,000 tested, 0.091% active. inhibition, % at 10 µM; hits with a dose series show IC50 in µM. KOR beta-arrestin recruitment, luminescence, antagonist mode; higher % means a stronger effect; also: strong numbers were not always called active
NOD1 NF-kB reporter – NOD1 signaling inhibitors, primary screen, cell-based, luminescence, uHTS (AID 1578) | NOD1-driven NF-kB luciferase reporter cells, luminescence; higher % means a stronger effect | inhibition, % at 4 µM; hits with a dose series show EC50 in µM | 290,000 tested, 1% active; in the data active = inhibition mostly above about 36%, no sharp cut-off; inactive = mostly below about 34%;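 also: HEK-293T reporter cells stimulated with the NOD1 agonist gamma-tri-DAP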
HIV fusion peptide – inhibitors of HIV fusion peptide binding, primary screen, biochemical, uHTS, fluorescence dequenching (AID 1986) | cell-free peptide binding, fluorescence dequenching, 30 min; higher % means a stronger effect | one-dose inhibition, % at 20 µM; IC50 in µM for titrated hits | 290,000 tested, 0.3% active; in the data active = inhibition mostly above about 52%, no sharp cut-off; inactive = mostly below about 76%; also: some results filed as inactive read as strong as hits
KOR beta-arrestin-2 – kappa opioid receptor activators – cell-based, luminescence, uHTS, primary screen (AID 1777). KOR beta-arrestin recruitment, luminescence; higher % means a stronger effect. one-dose activation, % at 10 µM; EC50 in µM for titrated hits. 280,000 tested, 0.02% active; in the data active = activation above about 50%, passing the limit was not always enough; also: a part of the inactive calls stands beside numbers as strong as those of hits
NOD2 inhibition – NOD2 signaling inhibitors, cell-based, luminescence, uHTS, HEK293 (AID 1566) | HEK293 NOD2/NF-kB luciferase reporter, luminescence; higher % means a stronger effect | inhibition, % at 4 µM, or EC50 in µM where a hit was titrated | 290,000 tested, 0.63% active; also: many of its hits are not listed in these tables
Rac1 GTP hydrolysis – MgcRacGAP GTPase-activating activity inhibitors, confirmation, biochemical, ADP Hunter fluorescence | 340,000 tested, 0.6% active | one-dose inhibition, % at 30 µM; IC50 in µM for titrated hits | MgcRacGAP-stimulated Rac1 GTP hydrolysis, ADP Hunter fluorescence; higher % means a stronger effect; GST-tagged Rac1 F28L mutant substrate;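 active = first-screen hits whose inhibition reached a set limit at any dose in the follow-up dose series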;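 also: fluorescence reports GDP produced by GAP-driven GTP hydrolysis; strong numbers were not always called active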
GPR55 activation – GPR55 agonists via beta-arrestin recruitment, primary screen, imaging, U2OS cells, beta-arrestin-GFP redistribution (AID 1961) | U2OS GPR55 beta-arrestin-GFP redistribution imaging; higher % means a stronger effect | one-dose activation, % at 10 µM; EC50 in µM for titrated hits | 290,000 tested, 0.048% active;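 active = activation above 40% with more than 50 cells counted in the well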;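 also: U2OS osteosarcoma cells stably expressing GPR55 and beta-arrestin-GFP; plate controls were DMSO negative control for no effect and LPI positive control for full effect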
Starred values were filed as active, the others as inactive; x = no result given; [ ] = remark or other dose. Rule as the data show it, unless noted: active = inhibition above about 50%; inactive = the rest.

Compound,GPR55 LPI antagonism,Large T inhibition,KOR beta-arrestin-1,NOD1 NF-kB reporter,HIV fusion peptide,KOR beta-arrestin-2,NOD2 inhibition,Rac1 GTP hydrolysis,GPR55 activation
Cc1cc(NC(=O)COC(=O)C2CC(=O)N(c3ccc(C)c(Cl)c3)C2)no1 (configuration not stated),2.0%,7.4%,-28.6%,-13.8%,0.2%,-1.5%,6.9%,7.6%,0.3%
COc1ccc(CN(CCN)C2CC(C)N(C)CC2C)cc1 (configuration not stated),0.9%,9.9%,5.8%,-12.4%,1.5%,1.8%,1.8%,0.5%,-0.2%
COC(=O)c1c(NC(=O)COC(=O)CCNS(=O)(=O)c2ccccc2)sc(C)c1C,15.3%,17.8%,13.6%,-23.3%,-1.3%,-4.7%,7.7%,7.5%,-0.1%
Cc1cc(C)n2nc(SCC(=O)N/N=C/c3cccc(Br)c3)nc2n1,11.1%,23.0%,-57.1%,30.9%,-3.3%,3.8%,24.9%,1.0%,-0.2%
CC(=O)NC12CC3CC(CC(CC(=O)O)(C3)C1)C2,-0.1%,14.4%,-25.5%,0.7%,0.4%,10.1%,3.7%,-3.9%,0.0%
O=C(CN(C(=O)CCC(=O)Nc1ccccn1)c1ccc(F)cc1)NCc1ccco1,4.3%,14.8%,-30.4%,-15.4%,-1.3%,2.3%,3.2%,2.8%,-0.1%
COc1ccc(C(c2sc3ncnn3c2O)N2CC(C)OC(C)C2)cc1OC (configuration not stated),8.0%,11.6%,27.5%,-23.5%,-0.5%,5.3%,1.5%,2.5%,0.0%
Cc1ccc(F)c(Oc2cc(NN3CCCCC3)c([N+](=O)[O-])cc2[N+](=O)[O-])c1,46.7%,5.7%,-65.3%[20 µM],-1.6%,1.0%,5.3%,-5.0%,5.9%,-0.3%
COC(=O)c1c(C(=O)OC)c2ccccn2c1C(=O)c1ccc([N+](=O)[O-])cc1,4.4%,2.2%,10.3%,-7.4%,0.8%,2.8%,9.3%,-6.0%,0.2%
COc1cc(CN2CCNC(=O)C2CC(=O)NCCCN2CCOCC2)cc(OC)c1 (configuration not stated),4.5%,9.8%,-17.5%,-14.5%,3.5%,0.3%,-4.8%,5.8%,-0.1%
O=C(Nc1nnc(SCc2ccccc2Cl)s1)C1COc2ccccc2O1 (configuration not stated),9.1%,3.8%,9.2%,25.3%,7.4%,4.5%,-10.2%,8.8%,-0.1%
NC(=S)Nc1cccc2[nH]ccc12,-5.2%,7.4%,4.5%,-10.6%,-2.0%,-4.2%,8.6%,13.0%,0.6%
Nc1nonc1-n1nnc(C(=O)N/N=C/c2ccoc2)c1CSc1ccccc1,2.8%,12.0%,-12.2%,-13.9%,-0.2%,-4.2%,10.2%,6.7%,-0.1%
COc1ccc2cc3cc(C(=O)NCc4cccnc4)oc3nc2c1,11.7%,0.2%,-10.2%,-49.9%,1.4%,5.7%,-16.9%,-6.1%,0.4%
Nc1ccc(SC(F)(F)F)cc1C(=O)c1ccccc1,-7.5%,8.5%,-9.0%,-36.6%,-1.5%,-2.7%,-16.0%,11.7%,0.4%
O=C(O)c1ccc(NS(=O)(=O)c2ccc3nnn(O)c3c2)cc1,-3.4%,24.1%,12.5%,-12.0%,3.5%,-0.5%,5.6%,9.6%,0.2%
COc1cccc(/C=N/NC(=O)c2cc3c(OC)cccc3[nH]2)c1OC,-13.5%,10.3%,5.0%,-14.5%,-2.2%,-5.5%,11.9%,15.9%,0.2%
Cc1nc2ccc(NC(=S)N3CCOCC3)cc2nc1C,-5.2%,3.1%,5.1%,-31.0%,-0.3%,-4.0%,-14.5%,6.2%,0.1%
O=C(Nc1nc(-c2cccs2)c(-c2ccccc2)s1)c1ccco1,18.4%,1.9%,1.1%,-2.8%,-1.4%,1.7%,7.2%,9.7%,0.5%
Cc1ccccc1-n1ncc(C(C)NC(=O)c2ccco2)c1C (configuration not stated),10.3%,2.4%,-29.6%,-24.1%,0.9%,-0.9%,-5.0%,-5.5%,-0.2%
CC(=O)NC1=NN(C(C)=O)C(c2cccc([N+](=O)[O-])c2)S1 (configuration not stated),-2.0%,-1.2%,7.2%,-35.9%,-1.5%,10.8%,0.3%,5.5%,-0.4%
Cc1ccc(C(c2c(C)nn(-c3ccccc3)c2N)c2c(C)nn(-c3ccccc3)c2N)cc1,10.9%,-2.2%,9.8%,-29.2%,0.8%,3.0%,10.0%,6.3%,-0.1%
O=C(Nc1ccc(Br)c(Cl)c1)c1ccco1,3.0%,8.2%,5.9%,-12.8%,-1.0%,-0.6%,-27.6%,8.7%,-0.2%
COc1ccccc1-n1nc(C(=O)O)c2ccccc2c1=O,5.8%,4.2%,27.5%,0.4%,2.2%,1.5%,-5.4%,0.4%,0.5%
O=C(COC(=O)/C=C/c1ccco1)Nc1ncc(C(F)(F)F)cc1Cl,-4.6%,19.5%,-2.3%,-21.1%,25.3%,-2.3%,7.7%,-0.1%,-0.1%
CCOc1ccc(NS(=O)(=O)c2cc(NC(=O)c3ccc(C)cc3)ccc2Cl)cc1,-7.1%,19.1%,-77.2%,-15.7%,-0.3%,1.0%,-18.7%,8.0%,0.1%
CC(C(=O)N1CCOCC1)N1C(=O)C2C3C=CC(C4CC34)C2C1=O (configuration not stated),0.1%,6.2%,-6.7%[20 µM],-14.5%,2.3%,-6.4%,11.8%,1.3%,-0.1%
CC1(C)CC(=O)C(C(N)=NC(=O)c2ccccc2)=C(O)C1,0.7%,-2.2%,-10.7%,-15.7%,0.7%,-4.8%,4.8%,6.3%,0.1%
Cn1c(N)c(C(=O)COC(=O)[C@@H]2CCCN2S(=O)(=O)c2ccc(Cl)cc2)c(=O)n(C)c1=O,1.9%,0.8%,-2.7%,-14.8%,-0.3%,-1.8%,12.6%,1.3%,0.2%
COc1ccc(CCNc2ccc(C(CC(N)=O)NC(=O)c3cc(C)cc(C)c3)cc2[N+](=O)[O-])cc1 (configuration not stated),8.3%,7.8%,-36.9%[20 µM],-31.9%,-0.9%,-4.0%,-0.3%,9.6%,0.2%

2 neighbouring entries already listed, quoted:
Compound,GPR55 LPI antagonism,Large T inhibition,KOR beta-arrestin-1,NOD1 NF-kB reporter,HIV fusion peptide,KOR beta-arrestin-2,NOD2 inhibition,Rac1 GTP hydrolysis,GPR55 activation
Cc1cc(NC(=O)COC(=O)C2CC(=O)N(c3ccc(C)c(Cl)c3)C2)no1 (configuration not stated),2.0%,7.4%,-28.6%,-13.8%,0.2%,-1.5%,6.9%,7.6%,0.3%
COc1ccc(CN(CCN)C2CC(C)N(C)CC2C)cc1 (configuration not stated),0.9%,9.9%,5.8%,-12.4%,1.5%,1.8%,1.8%,0.5%,-0.2%

Next section
Compound,GPR55 LPI antagonism,Large T inhibition,KOR beta-arrestin-1,NOD1 NF-kB reporter,HIV fusion peptide,KOR beta-arrestin-2,NOD2 inhibition,Rac1 GTP hydrolysis,GPR55 activation
O=C(CC1CC2CCC1C2)NCc1cccs1 (configuration not stated),12.9%,2.7%,-26.0%,-38.1%,1.7%,-2.1%,0.1%,1.8%,-0.1%
CN1C(=O)c2cccc3c(Cl)ccc(c23)C1=O,5.4%,-2.9%,-55.6%,8.8%,9.9%,-2.7%,10.4%,-0.8%,-0.1%
CC1(c2ccccc2)NC(=O)N(CCOc2ccccc2)C1=O (configuration not stated),-0.3%,3.1%,-20.5%,5.4%,4.3%,-3.4%,10.1%,0.9%,-0.2%
O=C(NCc1ccc2c(c1)OCO2)C1CCCN1C(=O)Nc1ccc(Cl)cc1 (configuration not stated),-25.0%,4.7%,-41.7%,-3.8%,1.0%,6.1%,-1.2%,1.5%,-0.2%
COc1cc(C(=O)Nc2nnc(SCC(=O)NCC3CCCO3)s2)cc(OC)c1OC (configuration not stated),16.0%,1.6%,-1.7%,6.3%,-2.6%,11.1%,0.8%,10.2%,-0.1%
O=[N+]([O-])c1ccc2nc(NS(=O)(=O)c3ccc(Cl)cc3)sc2c1,-3.3%,2.7%,-10.0%,-26.2%,68.5%,-1.9%,36.2%,7.4%,-0.2%
CC1(C(O)(C#CC[N+]2(C)CCCCC2)c2ccccc2)CCCC1 (configuration not stated),-2.7%,4.6%,-15.2%[20 µM],-27.5%,-2.2%,x,8.7%,1.4%,-0.2%
CCNC(=S)N(CCc1c(C)[nH]c2ccc(F)cc12)Cc1cccnc1,4.6%,6.6%,46.0%,3.0%,-3.1%,-4.1%,-7.0%,4.0%,-0.1%
CC1=NN(c2ccccc2)C(=O)C1(C)[N+](=O)[O-] (configuration not stated),-3.1%,8.9%,-7.4%,-23.9%,-0.6%,2.4%,11.7%,6.3%,-0.2%
CCNc1c(NS(=O)(=O)c2ccc(OC)c(Cl)c2)c(=O)oc2ccccc12,3.1%,3.9%,-2.5%,7.6%,0.1%,-2.4%,28.9%,12.7%,-0.2%
Cc1ccc(C)c(NS(=O)(=O)c2ccc3c(c2)Cc2cc(S(=O)(=O)Nc4cc(C)ccc4C)ccc2-3)c1,21.8%,6.2%,-4.7%,-44.4%,-0.5%,3.0%,-2.2%,6.5%,-0.1%
Cc1c(C(=O)NCc2n[nH]c(=S)n2-c2ccc(F)cc2)cccc1[N+](=O)[O-],-6.5%,17.2%,14.3%,-18.2%,-0.7%,-3.8%,15.8%,-5.4%,-0.4%
Cc1ccc(S(=O)(=O)NC2=NCN(CCc3ccccc3)CN2)cc1,2.1%,-2.4%,-88.2%,26.5%,-1.0%,x,14.5%,5.7%,-0.1%
COC(=O)c1cccc(Nc2ccc([N+](=O)[O-])cn2)c1,3.3%,x,-4.8%,-43.8%,-0.6%,-2.5%,-19.4%,4.7%,-0.1%
COc1ccc(-c2cc(C(=O)N/N=C/c3sccc3C)c3ccccc3n2)c(OC)c1,3.8%,3.5%,-45.2%,34.7%,0.6%,3.8%,-34.6%,7.3%,0.2%
CCCCCc1nnc(NC(=O)C2CCCO2)s1 (configuration not stated),-5.7%,8.1%,-47.6%,-18.0%,0.9%,-2.7%,-18.7%,7.2%,0.3%
CC(=O)N(c1cccc(Cl)c1)c1nc(C)cc(C)c1C#N,-12.5%,14.7%,0.3%,-11.7%,1.1%,6.9%,11.6%,8.0%,0.5%
NNC(=O)c1cccc(S(=O)(=O)Nc2cc(Cl)ccc2Cl)c1,5.6%,14.9%,36.1%,-4.2%,1.9%,3.8%,-10.2%,13.7%,-0.3%
CCC(=O)Oc1ccc(C(=O)Nc2ccccc2C(=O)NCC(C)C)cc1,1.1%,14.7%,7.2%,-23.8%,2.7%,-4.1%,17.2%,13.0%,0.2%
O=C(COC(=O)c1cc(=O)c2ccccc2o1)NC1CCCCC1,10.1%,-1.0%,4.0%,0.3%,-1.0%,-5.1%,11.9%,5.7%,0.4%
COc1cccc2c1OC[C@@H](CO)[C@H]2N(C)C(=O)Nc1ccc(Cl)cc1Cl,1.2%,3.9%,24.9%,25.0%,-0.6%,1.4%,31.3%,6.2%,-0.2%
CCN(Cc1ccncc1)Cc1c(O)ccc2ccccc12,-10.6%,19.6%,-30.6%,-17.9%,-0.1%,-1.1%,7.2%,15.9%,-0.5%

Compound activity as filed in PubChem BioAssay.

Not all compounds are listed. The share of hits here may be higher or lower than overall.
